Screens as filed in PubChem BioAssay.
XiGFP reactiv – activators of X-chromosome reactivation in mouse fibroblasts. XiGFP mouse fibroblasts, % GFP-positive cells imaging, 3 d; cells co-treated with 5-aza-dC sensitizer; scaled so ellipticine positive control = 100%. activation, % at 7.58 µM. AID 743238. hit rate 0.055% among 360,000;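 active = mean normalized replicate activation at least 10% and every replicate at or above 10%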;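 note: 0% = median of on-plate neutral control wells and 100% = ellipticine 6 µM median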
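Material: SV40-immortalized XiGFP fibroblast cells, line 68-5-11 | Buffer or medium: DMEM containing 5-aza-dC | Dosing: One concentration, pinned | Times: 3 d treatment, 15 min room-temperature fixation | Controls: Ellipticine 6 µM positive control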
ERAP1 HTS inh – blocks human ERAP1 aminopeptidase activity. recombinant ERAP1, Leu-AMC fluorescence, 60 min. inhibition, % at 10.7 µM. hit rate 0.15% among 340,000. AID 652197;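 active = mean replicate inhibition of at least 30%, or all replicates individually reaching that 30% level; inactive = mean below 30% and not every replicate reaching it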;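 note: 0% = neutral control wells and 100% = L-leucinethiol positive control wells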
Target sequence (Q9NZ08 whole entry, looked up): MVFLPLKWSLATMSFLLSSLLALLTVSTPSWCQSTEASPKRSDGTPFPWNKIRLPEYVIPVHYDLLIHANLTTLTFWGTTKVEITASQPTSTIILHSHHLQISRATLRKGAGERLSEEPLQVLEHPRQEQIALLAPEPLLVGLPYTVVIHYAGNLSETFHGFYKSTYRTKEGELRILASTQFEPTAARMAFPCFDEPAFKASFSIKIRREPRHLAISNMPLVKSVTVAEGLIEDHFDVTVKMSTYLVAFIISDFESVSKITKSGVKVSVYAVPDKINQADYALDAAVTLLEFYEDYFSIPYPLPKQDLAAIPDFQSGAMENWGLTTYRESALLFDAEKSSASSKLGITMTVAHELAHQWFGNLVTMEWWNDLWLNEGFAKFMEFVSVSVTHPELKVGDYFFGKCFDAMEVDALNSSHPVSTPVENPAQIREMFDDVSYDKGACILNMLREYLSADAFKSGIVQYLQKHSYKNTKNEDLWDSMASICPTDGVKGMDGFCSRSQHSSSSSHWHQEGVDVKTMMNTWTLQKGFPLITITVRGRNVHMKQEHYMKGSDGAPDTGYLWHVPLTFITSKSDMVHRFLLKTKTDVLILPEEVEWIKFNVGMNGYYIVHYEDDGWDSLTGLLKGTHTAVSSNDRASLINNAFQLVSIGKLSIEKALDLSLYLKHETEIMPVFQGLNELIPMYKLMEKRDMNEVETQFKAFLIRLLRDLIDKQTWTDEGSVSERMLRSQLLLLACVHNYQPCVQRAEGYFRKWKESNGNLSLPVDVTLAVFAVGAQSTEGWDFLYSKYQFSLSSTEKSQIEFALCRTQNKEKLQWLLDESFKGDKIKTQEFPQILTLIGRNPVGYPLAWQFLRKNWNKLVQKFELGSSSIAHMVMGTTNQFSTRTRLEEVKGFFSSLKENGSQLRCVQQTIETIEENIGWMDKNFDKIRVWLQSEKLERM
PGC1a acetyl inh – modulators of PGC1a acetylation; U2OS PGC1a acetylation, AlphaScreen anti-acetyl-lysine; with virally co-expressed GCN5 acetyltransferase; inhibition, % at 15.6 µM; hit rate 0.17% among 350,000;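 active = every replicate shows inhibition of at least 40%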;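 note: 0% = neutral control wells and 100% = positive control wells; some results beyond the cut were filed as inactive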
SIRT5 block – inhibitors of human sirtuin-5 desuccinylase | Q9NXA8 | Purified SirT5, succinyl-peptide AMC, trypsin-coupled fluorescence | inhibition, % at 15 µM | hit rate 1.1% among 330,000; in the data active = inhibition above about 15%
C2C12 statin – suppression of simvastatin myotoxicity. AID 602340. rescue of ATP level, % at 7.49 µM. C2C12 myotubes + simvastatin, ATP luminescence, 48 h; scaled: DMSO 0, geranylgeraniol control 100. hit rate 0.78% among 330,000;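 active = mean ATP rescue above about 67%, or every replicate alone reaching that limit, limit read from the data, passing the limit was not always enough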;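 note: myotubes were challenged with 10 µM simvastatin during compound exposure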
Cneo AK release – Cryptococcus neoformans lysis via adenylate kinase release | lysis activity, % at 15 µM | C. neoformans lysis, adenylate kinase release luminescence, 4 h; normalised: neutral wells 0, clomiphene wells 100 | hit rate 0.2% among 360,000;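 active = mean lysis activity across replicates of at least 80%, whatever share of replicates individually reach that level; inactive = mean lysis activity below 80%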
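Schedule: static 4 h at 37 °C with compound, 1 h detection; system: C. neoformans cells; benchmarks: Clomiphene as positive control; buffer or medium: fresh YPD medium; measure: luminescence rise reflecting yeast cell lysis; measured by: luminescent adenylate kinase detection reagent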
LGR2 inh – blocks bursicon-induced cAMP signaling via Drosophila LGR2. inhibition, % at 9.99 µM. HEK293 LGR2, CRE-luciferase, bursicon-stimulated, 4 h. AID 720647. hit rate 0.35% among 380,000;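 active = drop in luminescence signal, shown as inhibition above about 50% in the replicate tests, limit read from the data, passing the limit was not always enough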;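 note: agonist challenge used bursicon conditioned medium at about half maximal strength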
S100A4 inh HTS – inhibitors of human S100A4 binding to myosin IIA peptide; P26447; S100A4/TAMRA-MyoIIA peptide fluorescence polarization; inhibition, % at 10.7 µM; hit rate 0.14% among 360,000; AID 652163;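 active = mean inhibition of at least 70% across replicates, with every replicate also reaching that level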
Target sequence (P26447 whole entry, looked up): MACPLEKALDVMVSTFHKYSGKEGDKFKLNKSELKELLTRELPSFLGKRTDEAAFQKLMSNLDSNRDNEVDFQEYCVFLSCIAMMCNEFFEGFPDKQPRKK
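Test system: S100A4 monomer protein; Medium: HEPES pH 7.2 with CaCl2, KCl, NaCl, DTT, Triton; Probe or stimulus: TAMRA-labelled myosin IIA heavy-chain peptide probe, 5 nM; Doses: one dose per compound; Times: polarization read 5 min after assay mix addition, stable 5–60 min; Benchmarks: neutral control DMSO, positive control TFP.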
* marks the source's active call; other numbers are inactive results; · = not tested or not shown; & = joins results of further samples. Only part of the results is shown (hit frequency here may not be typical).

SMILES	XiGFP reactiv	ERAP1 HTS inh	PGC1a acetyl inh	SIRT5 block	C2C12 statin	Cneo AK release	LGR2 inh	S100A4 inh HTS
COc1cccc(C2c3[nH]c4ccccc4c3CCN2Cc2ncc[nH]2)c1 (configuration not stated)	0.0	-2	-12	-3	-6	-1	13	-15
Nc1nc2sc3c(c2cc1C(=O)NCC(=O)O)CCCC3	0.1	5	·	3	-7	-11	36	-5
CCCNC(=O)[C@@H]1[C@@H](CO)[C@@H]2Cn3c(ccc(-c4cccnc4)c3=O)[C@H]1N2C(=O)Nc1ccccc1	0.1	-3	·	-34	8	-6	-7	-6
O=C(Cc1ccncc1)N1C[C@@H]2N[C@H](C1)C2c1ccc(-c2ccncc2)cc1 (some centres not stated)	0.0&0.0	-2&-2	-3&-3	1&1	·	·	-6&18	4&-18
COc1ccccc1CNC(=O)C[C@@H]1CC[C@H](NC(C)=O)[C@@H](CO)O1	-0.7	-6	-2	1	-5	0	23	3
O=C(NNC(=O)c1cccc2ccccc12)c1ccc(F)cc1	0.2	-1	3	-1	4	-1	-27	0
Cc1cccc(OCCCN2C(=O)C(=O)c3cc(C)ccc32)c1	1.4	0	0	0	·	-1	1	4
COc1ccc(CN(Cc2ccc(C(=O)O)cc2)C(=S)Nc2cccc(C)c2)cc1OC	0.1	2	-1	-4	1	-3	0	7
NC(=O)CCCn1c(C(=O)c2ccc(Cl)cc2)c2ccc([N+](=O)[O-])cc2[n+]1[O-]	0.0	2	7	·	50	1	-12	0
CO[C@H]1CN(C)C(=O)c2ccc(NC(=O)Nc3cccc(Cl)c3)cc2OC[C@H](C)NC[C@@H]1C	-0.2	2	2	3	-77	41	-6	-5
Cc1nnc(SCc2nnc(-c3cccs3)o2)n1C1CCCCC1	1.1	-2	-10	-5	2	0	8	0
CC(=O)Nc1ccc(/C=N/Nc2ccc(C(=O)c3c(C)cc4ccccn34)cc2[N+](=O)[O-])cc1	-0.1	·	4	-5	·	·	15	3
C[C@@H]1CCCCO[C@@H](CN(C)C)[C@H](C)CN([C@H](C)CO)C(=O)c2cc(NS(=O)(=O)c3ccc(Cl)cc3)ccc2O1	-0.3	5	-1	5	11	19	-14	-4
CCN(CC)c1ccc(/C=N/NC(=O)CNC(=O)c2ccccn2)cc1	0.0	2	·	-2	·	·	·	5
COc1ccc([N+](=O)[O-])cc1NC(=O)c1ccccc1N(C)S(C)(=O)=O	0.0	-1	-5	-1	-1	0	-26	0
O=C(OCC(=O)N1CCCCC1)c1cc(S(=O)(=O)N2CCOCC2)c(Cl)cc1Cl	0.1	2	3	·	3	1	-1	-2
COc1ccc(C(=O)NCCS(=O)(=O)N2CCC3(CC2)OCCO3)cc1	-0.2	0	-2	-10	4	-1	2	1
COCC(=O)Nc1ccc2c(c1)[C@H]1C[C@@H](CC(=O)NC3CCCC3)O[C@H](CO)[C@H]1O2	0.7	1	-11	-11	3	6	-11	-4
O=C(Nc1ccccc1F)N[C@@H]1CC[C@@H](CCNS(=O)(=O)c2ccc(F)cc2)O[C@@H]1CO	1.1	-2	-25	3	2	4	16	0
COc1ccc(S(=O)(=O)Nc2ccc3c(c2)CC(=O)N([C@@H](C)CO)C[C@H](C)[C@H](CN(C)Cc2ccc(C(F)(F)F)cc2)O3)cc1	0.4	-1	-4	22*	26	3	15	2
CCn1cc(C2Nc3ccccc3C(=O)N2O)c(C)n1 (configuration not stated)	·	·	8	·	-4	-1	-22	·
Clc1ccc(SCCCCn2cncn2)cc1	·	·	-25	·	3	-1	27	·
COc1ccc(CN2C(=O)c3oc4ccccc4c(=O)c3C2c2ccc(O)c(OC)c2)cc1 (configuration not stated)	-0.1	0	1	2	10	-2	-81	-5
CS(=O)(=O)c1ccc(Cl)c(NC(=O)CNC(=O)c2ccc3c(c2)OCO3)c1	0.1	-3	4	-1	-3	1	-37	-5
C=CCN(Cc1cccc(OC)c1OC)S(=O)(=O)N(C)C	·	-4	10	-2	-15	1	-2	-3
CCO[C@@H]1OC(C(=O)O)=C[C@H](C)[C@H]1CCCO	0.5	-1	-7	·	9	0	-2	-5
Cc1ccc2c(c1)N(CCC(=O)NCCCN1CCCC1)C(=O)C(C)O2 (configuration not stated)	0.4	-5	1	-6	27	-2	-3	-11
CCCc1cc(N2CCOCC2)n2nc(C)c(-c3ccccc3)c2n1	0.0	7	·	-14	-33	2	-5	2
COC(=O)c1c(O)cc(C(C)(C)C)n(-c2ccccc2)c1=O	0.1	·	0	·	·	2	13	·
CCOC(=O)C1(CCc2ccccc2)CCN(C(=O)c2cnc(C)cn2)CC1	0.2	2	-6	-4	-3	-1	-24	-4
C[C@H](CO)N1C[C@H](C)[C@@H](CN(C)C(=O)Nc2ccccc2)OCCCC[C@H](C)Oc2ccc(NS(=O)(=O)c3cccs3)cc2C1=O	-0.1	0	0	2	·	-1	-40	-27
N#Cc1cc2c(nc1SCC(O)CS(=O)(=O)Cc1ccccc1)CCCC2 (configuration not stated)	·	-2	-5	0	-6	1	0	-10
CC(NC(=O)NC1CCCCC1)C(c1cccs1)N1CCOCC1 (configuration not stated)	0.2	0	0	0	5	28	10	10
CNC(=S)Nc1ccc(Cc2ccncc2)cc1	0.1	·	15	-4	-4	5	-5	7
C[C@H](CO)N1C[C@H](C)[C@H](CN(C)Cc2ccc3c(c2)OCO3)Oc2c(NC(=O)c3cnccn3)cccc2C1=O	0.0	0	-1	-4	-11	-3	2	1
O=C(Cn1nnc(-c2cccs2)n1)NCc1cccs1	0.1	2	·	-9	·	·	-65	-3
NC(=O)N/N=C/CCc1ccccc1	0.0	-4	7	-2	·	·	9	0
COC(C(=O)Nc1ccc(C(N)=O)cc1)c1ccccc1 (configuration not stated)	0.0	-3	·	·	·	·	-7	5
N#Cc1ccc2c(c1)nc1ccccn12	4.0	-18	7	-35	·	·	-7	-4
CN(C(=O)COC(=O)Cn1cnc2ccccc21)C1CCCCC1	0.1	-1	-4	·	-2	0	4	-1
COc1ccnc(CS(=O)c2nc3cc(C(O)(F)F)ccc3[nH]2)c1OC (configuration not stated)	0.0	-2	3	-3	-7	3	-3	9
CNC[C@@H]1Oc2ccc(N(C)C)cc2CC(=O)N([C@H](C)CO)C[C@@H]1C	-1.3	5	9	-3	-7	-5	-7	-5
CCSc1nnc(NC(=O)c2ccc3nc[nH]c3c2)s1	0.3	8	0	0	5	1	-31	0
O=C(NCCn1cccn1)C1CCC(=O)N(CCc2cccc(F)c2)C1 (configuration not stated)	-0.1	-2	-2	-1	-9	1	-12	1
Cc1ccc(S(=O)(=O)Nc2ccc3c(c2)C(=O)N([C@H](C)CO)C[C@H](C)[C@H](CN(C)C(=O)Nc2ccccc2)O3)cc1	0.1	·	5	·	10	·	-4	·

11 consecutive compounds from above:
SMILES	XiGFP reactiv	ERAP1 HTS inh	PGC1a acetyl inh	SIRT5 block	C2C12 statin	Cneo AK release	LGR2 inh	S100A4 inh HTS
C[C@H](CO)N1C[C@H](C)[C@H](CN(C)Cc2ccc3c(c2)OCO3)Oc2c(NC(=O)c3cnccn3)cccc2C1=O	0.0	0	-1	-4	-11	-3	2	1
O=C(Cn1nnc(-c2cccs2)n1)NCc1cccs1	0.1	2	·	-9	·	·	-65	-3
NC(=O)N/N=C/CCc1ccccc1	0.0	-4	7	-2	·	·	9	0
COC(C(=O)Nc1ccc(C(N)=O)cc1)c1ccccc1 (configuration not stated)	0.0	-3	·	·	·	·	-7	5
N#Cc1ccc2c(c1)nc1ccccn12	4.0	-18	7	-35	·	·	-7	-4
CN(C(=O)COC(=O)Cn1cnc2ccccc21)C1CCCCC1	0.1	-1	-4	·	-2	0	4	-1
COc1ccnc(CS(=O)c2nc3cc(C(O)(F)F)ccc3[nH]2)c1OC (configuration not stated)	0.0	-2	3	-3	-7	3	-3	9
CNC[C@@H]1Oc2ccc(N(C)C)cc2CC(=O)N([C@H](C)CO)C[C@@H]1C	-1.3	5	9	-3	-7	-5	-7	-5
CCSc1nnc(NC(=O)c2ccc3nc[nH]c3c2)s1	0.3	8	0	0	5	1	-31	0
O=C(NCCn1cccn1)C1CCC(=O)N(CCc2cccc(F)c2)C1 (configuration not stated)	-0.1	-2	-2	-1	-9	1	-12	1
Cc1ccc(S(=O)(=O)Nc2ccc3c(c2)C(=O)N([C@H](C)CO)C[C@H](C)[C@H](CN(C)C(=O)Nc2ccccc2)O3)cc1	0.1	·	5	·	10	·	-4	·

(continued)
SMILES	XiGFP reactiv	ERAP1 HTS inh	PGC1a acetyl inh	SIRT5 block	C2C12 statin	Cneo AK release	LGR2 inh	S100A4 inh HTS
C/C=C(/C)C(=O)OC1Cc2c(ccc3ccc(=O)oc23)OC1(C)C (configuration not stated)	·	-2	-22	-5	11	3	·	-2
O=C(NC1CCCCC1)C(=S)NCc1ccccc1	0.2	6	1	-2	-3	-5	-52	-4
O=C(C[C@@H]1C=C[C@@H](NC(=O)Nc2ccccc2)[C@H](CO)O1)NCc1cccc(F)c1	0.1	-7	0	-2	4	-3	-7	-5
COc1ccc([C@H]2N[C@]3(CCCN(Cc4cccn4C)C3=O)[C@H]3C(=O)N(Cc4ccccc4)C(=O)[C@@H]23)cc1	0.4	-2	11	-5	1	0	11	-4
COc1cccc(OC)c1C(=O)OCC(=O)NCC1CCCCC1	0.1	-2	5	-1	4	-1	3	-2
CC(NC(=O)c1ccc(C(C)(C)C)cc1)C(c1cccs1)N1CCOCC1 (configuration not stated)	0.4	4	·	-4	-6	2	20	-9
COc1ccc(Cl)cc1-c1noc([C@@H]2O[C@H](CO)[C@@H](O)[C@H]2O)n1	0.3	8	0	·	-1	1	3	-5
COc1ccc(OC)c(C(=O)Nc2ccc3[nH]ccc3c2)c1	0.3	0	-26	2	·	·	-75	26
CSCC(=O)N1CCC(CCC(=O)NC2CC2)CC1	0.0	-1	1	-5	5	1	3	-2
COc1cc(C(C)=O)ccc1OCc1nnc(-c2ccccc2Br)o1	0.0	1	·	-2	-10	0	-38	-2
CCn1c(SCC(=O)NCc2ccccc2)nc2c(c1=O)SC(C)C2 (configuration not stated)	0.0	5	-3	4	1	0	15	-8
O=C(Cn1cc([N+](=O)[O-])ccc1=O)N1CCc2ccccc21	0.1	-4	7	3	0	·	·	-9
COc1ccccc1-c1noc2c1C(=O)NCC2	0.1	-2	-31	-5	-3	·	4	-1
Cc1noc(C)c1NC(=O)N(C)C[C@@H]1OCCCC[C@@H](C)Oc2ccc(NC(=O)Cc3ccccc3)cc2C(=O)N([C@@H](C)CO)C[C@H]1C	-0.5	2	1	1	·	5	23	3
